Screens as filed in PubChem BioAssay.
Yp Topo-I inh: Y. pestis Topo-I inhibition via cleavage products; Y. pestis Topo-I cleavage product accumulation, plate reader; activity, % at 10 µM; 0.064% of 360,000 active; in the data active means activity above about 50%, passing the limit was not always enough; further: inactives centre near 2
3CLpro inhibitor: SARS-CoV 3CLpro protease inhibition; P0C6X7; inhibition, % at 6 µM; AID 1706; 0.14% of 290,000 active; recombinant SARS-CoV 3CLpro, quenched FRET peptide cleavage; in the data active means inhibition above about 12%
BoNT A protease: inhibitors of Botulinum neurotoxin A light chain protease; multiplex microsphere protease substrate cleavage, flow cytometry; inhibition, % at 10 µM; 0.17% of 360,000 active; AID 588499; further: plate controls were buffer without enzyme for full effect and enzyme alone for no effect
PrPC surface inh: reduces human prion protein on the cell surface | 0.43% of 370,000 active | AID 720596 | cell surface PrPC, TR-FRET read-out | inhibition, % at 13.8 µM; in the data active means inhibition above about 24%; further: 0% = median of the test wells and 100% = reference compound wells
TcdB GH inh: TcdB glycohydrolase inhibition. P18177. TcdB glycohydrolase enzymatic assay, plate reader. inhibition, % at 9.99 µM. 0.24% of 350,000 active; in the data active means inhibition above about 10%
BH1578 lux ind: induces V. cholerae light production without autoinducers. V. cholerae BH1578 lux reporter, luminescence, 6 h. activation, % at 18.7 µM. 0.16% of 350,000 active. AID 588436; in the data active means activation mostly above about 9.7%, no sharp cut-off; further: not every result past the cut was called active; inactives centre near 0; reference of the scale not given here
SSB-PriA inh: inhibitors of Klebsiella pneumoniae PriA binding to SSB C-terminal tail. AlphaScreen SSBct-PriA binding, biotinylated peptide. AID 1272365. 0.6% of 430,000 active. inhibition, % at 33 µM; in the data active means inhibition mostly above about 37%, no sharp cut-off; inactive means mostly below about 20%;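 further: plate controls were negative control peptide for no effect and reference peptide for full effect; strong numbers were not always called active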
Anthrax LF inh2: blocks Bacillus anthracis lethal factor protease | inhibition, % at 10 µM | 0.12% of 360,000 active | multiplex microsphere protease cleavage assay, LF; further: plate controls were buffer without enzyme for full effect and enzyme alone for no effect
Target sequence (P15917 whole entry, looked up): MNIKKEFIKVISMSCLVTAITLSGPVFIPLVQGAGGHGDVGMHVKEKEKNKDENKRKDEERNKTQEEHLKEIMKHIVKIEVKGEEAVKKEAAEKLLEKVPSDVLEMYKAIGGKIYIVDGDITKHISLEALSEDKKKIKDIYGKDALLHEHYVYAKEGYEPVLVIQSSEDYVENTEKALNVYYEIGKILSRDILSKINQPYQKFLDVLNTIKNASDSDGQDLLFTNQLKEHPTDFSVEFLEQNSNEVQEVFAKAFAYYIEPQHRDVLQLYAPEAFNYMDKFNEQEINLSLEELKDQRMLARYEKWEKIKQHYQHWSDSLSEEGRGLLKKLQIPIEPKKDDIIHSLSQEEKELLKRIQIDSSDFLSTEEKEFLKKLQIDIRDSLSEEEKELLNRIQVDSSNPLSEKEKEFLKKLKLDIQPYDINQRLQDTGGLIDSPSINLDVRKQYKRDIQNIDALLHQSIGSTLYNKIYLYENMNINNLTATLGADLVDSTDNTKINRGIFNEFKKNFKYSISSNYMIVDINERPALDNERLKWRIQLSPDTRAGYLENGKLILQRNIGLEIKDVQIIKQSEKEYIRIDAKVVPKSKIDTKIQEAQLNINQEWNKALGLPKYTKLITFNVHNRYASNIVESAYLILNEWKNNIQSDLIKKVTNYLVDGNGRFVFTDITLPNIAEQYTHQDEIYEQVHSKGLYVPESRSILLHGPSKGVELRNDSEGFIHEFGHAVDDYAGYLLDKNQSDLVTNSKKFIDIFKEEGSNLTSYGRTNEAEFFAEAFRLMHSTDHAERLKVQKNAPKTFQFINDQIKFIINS
PfHsp40 yeast: rescue of PfHsp40-mediated yeast toxicity. S. cerevisiae expressing PfHsp40, growth rescue, ATP luminescence. AID 504582. 0.68% of 340,000 active. growth rescue, % at 12.5 µM; in the data active means growth rescue above about 28%, passing the limit was not always enough;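 further: yeast W303a lacking pdr1 and pdr3 grown in galactose medium; growth measured after three days at 30 °C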
Active calls of the source: *; i = inactive; nt = not tested or not shown; & = joins results of further samples. Unless noted, no stated cut-off is given here; in the data, active means inhibition above about 30%; inconclusive means no clear call, values can overlap the other calls; inactive means below that.

SMILES	Yp Topo-I inh	3CLpro inhibitor	BoNT A protease	PrPC surface inh	TcdB GH inh	BH1578 lux ind	SSB-PriA inh	Anthrax LF inh2	PfHsp40 yeast
CCOC(=O)c1c(-c2ccc(C)o2)csc1NC(=S)NC(=O)c1cccs1	-6	-2	-0.6	0	1.3	i	-9	-1	-0.8
Cc1cc(C)cc(N(C(=O)c2csnn2)C(C(=O)NC(C)(C)C)c2ccncc2)c1 (stereo not given)	-4	-2	0.9	-7	nt	-0.3	-10	3	0.3
COc1ccccc1N1CCN(CC(=O)c2ccc3ccn(C(C)=O)c3c2)CC1	-8	-3	0.4	nt	nt	-0.3	-3	-4	-0.1
CCOc1ccccc1NC(=O)COc1coc(CN2CCCc3ccccc32)cc1=O	33	nt	-56	7	4.3	i	6	-6	1.2
CSC1=NCCN1S(=O)(=O)c1ccc2ccccc2c1	-7	-2	0.2	3	-0.1	-0.2	1	1	1.1
COCCn1c(CN2CCN(C)CC2)nc2c1c(=O)n(C)c(=O)n2C	5	2	-0.2	0	0.6	i	-13	-4	1.5
CNC(=S)N1N=C(c2ccc(Br)cc2)CC1c1ccc(OC)cc1 (stereo not given)	19	1	2.3	-11	nt	-0.3	14	1	-0.3
OCCNCc1ccc(OCc2ccc(Cl)cc2Cl)cc1	-2	-1	-0.6	-7	0.5	-0.1	-10	-17	0.0
COC(=O)c1sccc1NC(=O)c1ccc(Br)o1	10	2	-0.4	-7	nt	i	1	0	5.0
Cc1cccc(NC(=O)CSc2nncn2-c2ccccn2)c1	15	0	0.9	-4	0.6	-0.6	8	-3	-1.2
CC(C)(C)NC(=O)NCC1CCCC1NC(=O)NC(C)(C)C (stereo not given)	9	0	-1.6	-5	1.0	-0.6	9	26	-1.1
Cc1nc2ccccc2n1CC(=O)NC1CCCCCC1	13	1	-1.1	15	0.5	-0.3	-6	-2	-0.8
COC(=O)c1cc(-c2cccc([N+](=O)[O-])c2)c2c(=O)n(C)c(=O)n(C)c2n1	-4	8	-1.7	8	1.2	i	0	-5	-1.2
Cc1ccccc1C=O	0	nt	-0.4	4	1.5	-0.4	-4	-8	0.5
N#Cc1cc(-c2ccccc2)cnc1Cl	-8	-5	3.4	6	nt	-0.1	-28	-7	0.4

Ordered by length of the SMILES (rising): five of the compounds above
SMILES	Yp Topo-I inh	3CLpro inhibitor	BoNT A protease	PrPC surface inh	TcdB GH inh	BH1578 lux ind	SSB-PriA inh	Anthrax LF inh2	PfHsp40 yeast
Cc1ccccc1C=O	0	nt	-0.4	4	1.5	-0.4	-4	-8	0.5
Cc1nc2ccccc2n1CC(=O)NC1CCCCCC1	13	1	-1.1	15	0.5	-0.3	-6	-2	-0.8
OCCNCc1ccc(OCc2ccc(Cl)cc2Cl)cc1	-2	-1	-0.6	-7	0.5	-0.1	-10	-17	0.0
Cc1cccc(NC(=O)CSc2nncn2-c2ccccn2)c1	15	0	0.9	-4	0.6	-0.6	8	-3	-1.2
Cc1cc(C)cc(N(C(=O)c2csnn2)C(C(=O)NC(C)(C)C)c2ccncc2)c1 (stereo not given)	-4	-2	0.9	-7	nt	-0.3	-10	3	0.3

The results go on.
SMILES	Yp Topo-I inh	3CLpro inhibitor	BoNT A protease	PrPC surface inh	TcdB GH inh	BH1578 lux ind	SSB-PriA inh	Anthrax LF inh2	PfHsp40 yeast
NC(=O)c1ccc(NC(=O)COC(=O)CCC2CCCC2)cc1	2	nt	-0.2	11	1.3	-9.1	nt	-2	nt
O=C(O)C1C2C=CC(C2)C1C(=O)NC(c1ccccc1)c1ccccc1 (stereo not given)	-5	-1	0.0	-1	nt	i	5	-4	-1.6
CCCCc1c(O)nc(SCCN(C)C)n(-c2ccccc2)c1=O	-12	3	0.3	-9	nt	nt	-5	-4	1.5
Cc1ccccc1NC(=O)CCCn1nc(C)c2c(C)n(-c3ccccc3)nc2c1=O	5	-2	-0.4	-3	1.2	-0.3	-22	-4	-0.2
O=C1c2ccccc2S(=O)(=O)N1CC(O)COc1ccc(Cl)cc1 (stereo not given)	-5	-2	1.2	1	nt	-0.1	0	-2	-0.8
CC(=O)OC(C)(C)/C=C/C(=O)[C@](C)(O)C1[C@H](O)C[C@@]2(C)C3CC=C4C(C=C(O[C@@H]5O[C@H](CO)[C@@H](O)[C@H](O)[C@H]5O)C(=O)C4(C)C)[C@]3(C)C(=O)C[C@]12C (stereo not given in full)	13	nt	0.3	7	1.2	i	nt	0	0.0
O=C(Cc1ccccc1)Nc1ccc(NC(=O)C2CC2)nc1	-7	-3	-1.0	12	nt	nt	-19	0	0.1
CC(=O)/C(=N\Nc1ccccc1)Oc1ccc([N+](=O)[O-])cc1	2	-3	0.4	-9	nt	-6.9	nt	-6	-0.4
CCCN1C2=NCCCN2c2ccccc21	3	-5	-0.4	-6	nt	-0.5	-13	-1	-0.3
C=CCNC(=S)NNC(=O)c1ccccc1OCC	1	1	-0.9	1	-0.5	1.4	-4	-5	-0.2
COc1cc2c(cc1OC)CN(CC(=O)Nc1ccc(S(=O)(=O)N3CCCC3)cc1)CC2	17	1	-0.3	-3	0.1	-0.4	9	-3	1.5
CCOC(=O)c1sc(NC(=O)/C=C/c2ccc(F)cc2)nc1C	7	1	-0.8	7	1.0	-0.6	-5	-8	-0.9
COc1ccccc1Cc1c(C2CCCCC2)nc2c3ccccc3ccn12	nt	nt	0.1	11	0.2	nt	nt	0	nt
O=C(C1CCCO1)N1CCC(c2nc3ccccc3[nH]2)CC1 (stereo not given)	-3	3	0.4	1	0.7	0.3	-38	-2	-0.7
COc1cc(C(=O)Nc2cccc(-c3cn4cccnc4n3)c2)cc(OC)c1OC	0	2	0.1	-15	-0.1	-0.3	-9	1	-0.1
COc1ccccc1/C=C/C(=O)NCC(=O)N/N=C(\CCC(=O)O)c1ccccc1	1	2	-1.6	-6	0.9	-0.2	nt	-1	-0.2
O=C(CNC(=O)c1cc2ccccc2o1)NCc1cccs1	0	-3	0.1	11	nt	4.5	-18	1	0.1
COc1ccc2c(c1)c(=O)c(C(=O)c1ccc(F)cc1)cn2CC(=O)Nc1ccc(F)cc1	10	-3	-1.6	4	0.5	-0.2	0	4	1.2
CC1(C)Cc2c(sc3nc[nH]c(=O)c23)CO1	-17	-1	0.4	-4	0.5	-0.2	-15	-2	-0.3
CCCS(=O)(=O)NC(=O)C1(C)CCCN(C(=O)c2cccc(Cl)c2)C1 (stereo not given)	1	nt	0.1	0	0.1	i	nt	-5	nt
CCS(=O)(=O)N1CCN(c2ccc(Cl)cc2[N+](=O)[O-])CC1	4	1	-0.5	-35	nt	-0.3	19	1	-1.4
COc1cc(C(=O)NNC(=O)NC2CCCCC2)cc(OC)c1OC	-4	2	0.9	0	-1.1	nt	-16	2	0.3
CCOC(=O)[C@]12CCC=C1N(Cc1ccco1)C(=O)[C@H](CC(=O)N1CCCCC1)C2	nt	nt	-1.5	-10	1.2	nt	nt	-9	nt
Nc1ccc(Cl)cc1C(=O)c1ccccc1	1	5	0.6	-4	0.7	0.1	-4	-1	3.4
COc1ccc(-n2c(Cc3cccn3C)nnc2SCC(=O)Nc2nc(C)cs2)cc1	-11	2	-0.6	-4	0.9	-0.4	9	-10	-0.1
CN(C)c1ccc(P(=O)(CC(=O)N/N=C/c2ccc(C#N)cc2)OCCCl)cc1 (stereo not given)	15	4	-0.5	-14	0.5	1.5	nt	3	3.3
Clc1ccc(-c2nnc3n2CCCC3)cc1Cl	5	-2	-0.4	9	nt	-0.3	5	-8	-1.2
CC(C)(C)OC(=O)N1Cc2ccccc2C[C@H]1C(=O)O	-2	1	-1.8	0	nt	-0.8	5&-7	-3	0.0
COc1ccc(-c2ccc(SCC(=O)N3CCOCC3)nn2)cc1OC	-9	4	0.0	-3	nt	-0.4	-19&-3	0	1.1
Cn1c(NCc2ccccc2F)nc2cc(-c3ccccc3)sc2c1=O	11	nt	-1.0	-5	0.2	-0.1	nt	-6	nt
O=C1CCCC2=C1C(c1ccc3c(c1)OCO3)c1c([nH]n(-c3ccccc3)c1=O)N2 (stereo not given)	3	0	0.6	-13	nt	i	-11	-11	-0.9
CCN(CC)C(=O)c1cccc(NC(=O)C2=COCCO2)c1	8	nt	0.0	0	0.4	1.3	-9	0	0.4
Cc1ccccc1C(=O)Nc1ccccc1NC(=O)c1ccccc1C	4	2	-1.4	-1	0.3	-0.6	-2	6	-1.3
COc1ccc2c(c1OC)C(=O)OC2CC(=O)c1ccc(O)c(O)c1 (stereo not given)	3	-1	-0.2	-19	nt	-2.8	-13	1	0.1
CCNC(=S)N/N=C(\C)c1ccc(N2CCOCC2)cc1	1	-5	-1.0	3	-3.9	i	nt	0	5.1
CCN(Cc1ccccc1)C(=O)COC(=O)CNS(=O)(=O)c1ccc(C)cc1	6	2	-0.6	4	nt	-0.4	-1	-1	0.4
CC(Oc1ccccc1)c1ccnc2nc(N3CCOCC3)nn12 (stereo not given)	12	-1	-1.1	-7	0.7	-0.3	5	-3	-0.5
Cc1ccc2c(c1)C(O)(C1COC(C)(C)CC1=O)C(=O)N2C (stereo not given)	-8	0	-0.5	-4	-0.2	i	-2	2	-0.9
CC(C)OC(=O)c1c(NC(=O)c2cccs2)sc2c1CCCC2	2	1	0.1	-5	nt	i	1	-5	-0.3
C=CCn1cc(-c2ccc(Cl)cc2)cc(C#N)c1=O	8	-2	-0.9	-9	nt	-0.7	-5	-8	0.8
Clc1ccccc1-c1nc(-c2ccc(Br)o2)no1	7	1	0.7	-4	2.4	i	-75	-4	0.9
CC(C)CCN1C(=O)CCC1(C)C(=O)NC1CCCCCCC1 (stereo not given)	5	-1	-0.3	4	1.1	-0.2	-6	-1	-1.5
CC1Cc2cc(/C(O)=C3/C(=O)C(=O)N(CCCn4ccnc4)C3c3ccncc3)ccc2O1 (stereo not given)	4	-1	0.3	3	nt	-2.2	nt	0	-1.3
COc1ccccc1C(CNC(=O)c1cccc(NS(=O)(=O)c2ccc(Br)cc2)c1)N(C)C (stereo not given)	1	nt	1.1	-5	1.2	i	-1	-2	-1.1
O=C(NCc1ccccc1)/C(NC(=O)c1ccccc1)=C(/Sc1ccccn1)c1ccccc1	35	6	-0.4	1	nt	i	-17	0	1.6
O=C(CCc1ccccc1)Nc1ccccc1C(F)(F)F	5	4	-0.3	2	0.7	i	-6	-1	-0.8
O=C(NC1CCCC1)C(c1ccccn1)N(Cc1ccc(F)cc1)C(=O)c1csnn1 (stereo not given)	1	-1	-3.0	4	-1.1	-3.8	-7	9	-1.0
CCNC(=S)N1CC(C)OC(C)C1 (stereo not given)	3	-3	1.0	3	nt	-0.7	2	-2	1.5
Cc1ccc2c(c1)c(C)c(C)n2CC(O)CN1CCOCC1 (stereo not given)	-1	0	1.6	6	nt	-0.3	-13	-2	-0.5
c1ccc(COc2ccc3nocc3c2)cc1	5	nt	0.8	-3	0.3	-0.3	2	3	0.7
COC(=O)c1cccc(-n2c(C)cc(/C=C3\SC(=O)NC3=O)c2C)c1	10	nt	-0.1	-2	1.0	-0.9	nt	4	nt
CC1CN(C(=S)NC(=O)c2cccc([N+](=O)[O-])c2)CC(C)O1 (stereo not given)	-3	-4	0.4	0	nt	-0.4	-9	1	-1.4
CC(=O)Oc1ccc(-c2cccc(C(=O)Oc3ccccc3)c2)cc1	16	5	0.2	2	nt	i	-4	4	0.9
CCN(CC)Cc1nc2c(c(=O)[nH]1)C1(CCCC1)Cc1ccccc1-2	24	1	-0.3	-1	nt	-1.2	9	0	0.0
CC1(C(=O)Oc2ccccc2)Cc2ccccc2C(=O)O1 (stereo not given)	-9	0	1.2	0	0.8	i	0	3	1.1
O=C(COc1cc2oc(=O)c3c(c2cc1Cl)CCC3)NCC1CCC(C(=O)O)CC1 (stereo not given)	1	0	0.3	6	5.3	i	4	0	-0.9
CC1CCN(C(=O)CSc2nnc(Cn3c(=O)sc4ccccc43)n2C)CC1	2	1	0.3	0	1.7	i	-4	6	-0.1
O=C(COC(=O)/C=C/c1ccco1)NC1CCCCC1	0	nt	-0.2	3	2.3	i	3	-6	-1.1

Some of the compounds tested (hit frequency here may not be typical).
